# Compound activity as filed in PubChem BioAssay.
# GLP-1R agonist: qHTS of GLP-1 Receptor Agonists; Glucagon-like peptide 1 receptor (Homo sapiens), P43220; HEK293 GLP-1R CRE-luciferase, luminescence, 4-6 h; cells express a hypersensitive GLP-1R form; Potency, µM (titrated, usually from 45.6 µM), for the others: at the highest dose activation, hits mostly activators; hit rate 0.007% among 380,000; AID 624172, 2012; further: potency means the concentration at half of the fitted maximal effect; % of control where 0% means no effect
# Target sequence (P43220 whole entry, looked up): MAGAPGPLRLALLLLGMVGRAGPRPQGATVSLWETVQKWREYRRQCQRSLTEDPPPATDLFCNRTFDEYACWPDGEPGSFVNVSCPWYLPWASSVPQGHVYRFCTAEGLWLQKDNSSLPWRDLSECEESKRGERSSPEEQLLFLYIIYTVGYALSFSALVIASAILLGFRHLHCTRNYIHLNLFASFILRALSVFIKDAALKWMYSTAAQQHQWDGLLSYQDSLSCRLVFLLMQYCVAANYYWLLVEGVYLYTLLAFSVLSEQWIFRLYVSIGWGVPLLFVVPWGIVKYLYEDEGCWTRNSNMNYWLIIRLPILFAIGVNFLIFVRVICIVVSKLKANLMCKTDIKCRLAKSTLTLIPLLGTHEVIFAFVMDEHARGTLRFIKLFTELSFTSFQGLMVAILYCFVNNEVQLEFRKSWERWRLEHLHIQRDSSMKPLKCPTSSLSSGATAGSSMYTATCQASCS
# aSyn rescue: qHTS of alpha-syn Inhibitors; Yeast expressing alpha-synuclein, growth rescue, BacTiter-Glo, 24 h; hit rate 0.14% among 370,000; Potency, µM (top dose mostly 46.1 µM), inactives show at the top dose growth rescue (activation), actives largely listed as activators; AID 652106, 2013; further: potency means the concentration at half of the fitted maximal effect; % of control where 0% means no effect; nearly all actives have a fitted effect of over 65% in size
#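 Rescue of yeast growth: cells expressing toxic alpha-synuclein, induced in galactose at OD600 0.02, incubated with compound 24 h at 30 C. ATP luminescence quantified growth; inhibitors of toxicity appear as activators.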
# HEK293 tox: qHTS of GLP-1 Receptor Inverse Agonists: Cytotox Screen; HEK293 cAMP-luciferase reporter cells, luminescence, 24 h; Potency, µM (series often up to 38.3 µM), for inactives: top-dose activity change, negative = inhibition, usual class: inhibitors; hit rate 0.13% among 410,000;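 further: loss of luciferase light is scored as toxicity; potency means the concentration at half of the fitted maximal effect; on the % scale 0 is the no-effect control and ±100 the full control effect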
#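 Cells in DMEM/10% Nu serum/1% pen-strep, 1536-well format. Pre-incubated 12 h, dosed with 23 nL compound, incubated a further 24 h. Luciferase detection, 12 min at room temp, luminescence.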
# GLP-1R inv ag: qHTS of GLP-1 Receptor Inverse Agonists (Inhibition Mode); AID 624417, 2012; hit rate 1.6% among 410,000; Potency, µM (titrated, usually from 38.3 µM), inactives show top-dose activity change, negative = inhibition, hits mostly inhibitors; HEK293 GLP-1R CRE-luciferase, luminescence, 24 h; GLP-1R form is constitutively active; further: potency means the concentration at half of the fitted maximal effect; on the % scale 0 is the no-effect control and ±100 the full control effect; nearly all actives have a fitted effect of over 55% in size
#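 qHTS in 1536-well format: reporter HEK293 cells expressing constitutive GLP-1R activity in DMEM + 10% Nu serum, 24 hr with compounds at 37 deg C, luminescence read after 12 min with detection reagent.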
# TDP-43 yeast inh: qHTS of TDP-43 Inhibitors; hit rate 1.8% among 410,000; TDP-43 expressing yeast growth rescue, BacTiter-Glo, 24 h; Potency, µM (top dose mostly 46.1 µM), for inactives: top-dose growth rescue (activation), hits mostly activators; AID 652104, 2013; further: potency means the concentration at half of the fitted maximal effect; % of control where 0% means no effect; nearly all actives have a fitted effect of over 50% in size
#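 In this qHTS, compounds that restore growth of yeast expressing TDP-43 appear as activators. Cells (OD600=0.02, galactose medium, raffinose-pregrown) are incubated with compound 24 hr at 30 deg C and growth is quantified by BacTiter-Glo.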
# DRD3 antagonist: qHTS of D3 Dopamine Receptor Antagonist: qHTS; D3R cells, DiscoveRx beta-arrestin luminescence, antagonist mode; hits give low values; hit rate 2.5% among 360,000; AID 652054, 2013; D(3) dopamine receptor (Homo sapiens), P35462; max response, negative = inhibition, %; in the data active means max response below about -50%; inconclusive means no clear call, values can overlap the other calls; further: on the % scale 0 is the no-effect control and ±100 the full control effect; mostly tested at two doses, the higher about 12 µM
# Target sequence (P35462 whole entry, looked up): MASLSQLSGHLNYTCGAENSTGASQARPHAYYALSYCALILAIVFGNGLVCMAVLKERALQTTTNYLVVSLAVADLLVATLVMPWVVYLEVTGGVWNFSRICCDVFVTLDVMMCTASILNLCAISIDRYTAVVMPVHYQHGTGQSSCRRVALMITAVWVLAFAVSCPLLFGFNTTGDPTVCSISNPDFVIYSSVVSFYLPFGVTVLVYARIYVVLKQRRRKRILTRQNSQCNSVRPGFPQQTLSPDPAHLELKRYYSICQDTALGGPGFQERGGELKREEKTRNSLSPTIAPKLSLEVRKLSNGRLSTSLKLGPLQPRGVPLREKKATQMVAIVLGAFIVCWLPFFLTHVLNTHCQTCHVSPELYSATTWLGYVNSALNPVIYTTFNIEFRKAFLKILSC
#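 Cells plated overnight at 1500 cells/well, then exposed to library compounds with dopamine controls for 90 minutes at 37 degrees C. DiscoveRx reagent added for 30–60 minutes at room temperature; luminescence read, quantitative HTS format.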
# PTHR1 ag: qHTS for PTHR1 Agonists: Primary Screen. HEK293 GP2 PTHR1 cells, GloSensor cAMP luminescence, 1 h. Potency, µM (doses to about 115 µM), for inactives: at the highest dose activation, hits mostly activators. hit rate 0.075% among 410,000; further: potency means the concentration at half of the fitted maximal effect; nearly all actives have a fitted effect of over 55% in size; some results filed as inactive show a strong effect at the top dose; inactives centre near -15; many of its hits are not listed in these tables
#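 HEK-293-derived GP2 cells expressing PTHR1 and a GloSensor cAMP reporter, 3,000/well, plated overnight, given luciferin plus IBMX (each 0.5 mM as added) for 1 h at 37 °C, then compound for 1 h at 37 °C. Luminescence was read after 15 min at room temperature.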
# KB-V1 cytotox: qHTS assay for MDR1-selective chemotherapeutics: Primary screen using the drug-selected MDR subline cells KB-V1 | Potency, µM (series often up to 46.1 µM), without a hit: at the highest dose activity change, negative = cytotoxicity, actives largely listed as cytotoxic | KB-V1 MDR cells viability, CellTiter-Glo, 72 h | hit rate 3.4% among 400,000; further: potency means the concentration at half of the fitted maximal effect; on the % scale 0 is the no-effect control and ±100 the full control effect; nearly all actives have a fitted effect of over 60% in size
#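 Compound-treated KB-V1 multidrug-resistant cells, 72 h, 37 degrees C; viability by CellTiter-Glo. Fitted qHTS curves give the values.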
# DRD3 agonist: qHTS of D3 Dopamine Receptor Agonist: qHTS. D(3) dopamine receptor (Homo sapiens), P35462. D3R DiscoveRx beta-arrestin cells, luminescence, 90 min. max activation, %. hit rate 0.58% among 410,000. AID 652048, 2013; in the data active means max activation above about 30%; further: 0% is about no effect; mostly tested at two doses, the higher about 12 µM
#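 Agonist mode: compounds and dopamine controls were applied to plated cells for 90 min at 37 degrees C after an overnight attachment at 1500 cells/well. Luminescent read-out followed 30 - 60 minutes at room temperature with DiscoveRx detection reagent.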
# Numbers without * were called inactive; i = inactive; ? = inconclusive; nt = not tested or not shown; & = joins results of further samples; [ ] = dose if it differs, or a comment. Unless noted, the call rests on the fitted dose curve; in most records, active means well fitted curve in the direction sought with a large enough effect; inconclusive means small, poorly fitted or top-dose-only effect, or another doubt; inactive means no such curve, though single readings can be large; an effect the other way counts as inactive or inconclusive. This is a subset. The share of hits here may be higher or lower than overall.
SMILES,GLP-1R agonist,aSyn rescue,HEK293 tox,GLP-1R inv ag,TDP-43 yeast inh,DRD3 antagonist,PTHR1 ag,KB-V1 cytotox,DRD3 agonist
O=C1NC(=O)C(Cc2ccccc2)(Cc2ccccc2)C(=O)N1Cc1ccccc1,-21.3%,1.9%,60.4%[activator],?,?,4.9,-39.8%[inhibitor],16.4µM*,-12.7
CCN(CC)C(=O)c1ccc(NC(=O)c2ccc(N3CCCC3=O)cc2)cc1,2.0%,0.0%,-4.4%,-7.3%,14.1%,-1.7,-26.0%,15.1%,0.1
CCN(CC)c1ccc(N=Cc2c(O)n(-c3ccc(OC)cc3)c(=O)[nH]c2=O)cc1,0.2%,-3.5%,13.1%,15.6%,-9.3%,8.3,i,4.0%,-3.7
O=C1CSC(=S)N1/N=C/c1ccc(O)c([N+](=O)[O-])c1,0.7%,-29.7%,?,4.2%,-38.4%[inhibitor],-13.0,-25.1%,?,-6.1
CC(C)c1ccc(C2N3CCCN23)cc1 (configuration not stated),2.7%,7.3%,-10.4%,1.9%,7.4%,7.3,i,0.0%,5.4
COc1cc(C(=O)NC(=S)N2C[C@H]3C[C@H](C2)c2cccc(=O)n2C3)cc(OC)c1OC,6.6%,-1.6%,-3.9%,4.9%,2.8%,4.8,-11.4%,20.8%,-6.5
O=c1c(-c2ccccc2)c(O)c2ccccc2n1-c1ccccc1,0.5%,-14.4%,7.5%,8.9%,12.6µM*,-12.9,-28.7%,24.1%,3.3
Cc1cc(NC(=O)C(C)SCC(=O)Nc2cc(C(F)(F)F)ccc2N2CCCCC2)no1 (configuration not stated),10.4%,-7.9%,?,?,18.4%,-7.8,0.0%,?,-5.7
C=CCn1c(O)c(C(CC)=NCc2ccc3c(c2)OCO3)c(=O)[nH]c1=O,20.2%,-0.8%,12.0%,28.5%,-6.0%,-9.0,i,?,3.5
Cc1ccc(-n2c(-c3cccs3)nc3ccccc3c2=O)cc1,9.0%,-1.7%,74.8%[activator],13.5%,28.7%,-1.7,-35.4%,23.1µM*,0.1
CC(C)[C@H]1C(=O)O[C@H](C(C)C)C(=O)N(C)[C@@H](C(C)C)C(=O)O[C@H](C(C)C)C(=O)N(C)[C@@H](C(C)C)C(=O)O[C@H](C(C)C)C(=O)N1C,1.0%,-2.2%,-29.8%,?,0.0%,-27.4,-33.9%[inhibitor],?,3.1
COC(=O)N1C(c2ccccc2)C1c1ccccc1 (configuration not stated),11.6%,-7.8%,-1.2%,-4.7%,21.7%,1.8,i,9.1%,2.8
Cc1cc(/C=C2/C(=O)NC(=O)N(Cc3ccco3)C2=O)c(C)n1-c1ccc(C(=O)O)cc1,-2.1%,4.7%,-0.4%,4.4%,-15.8%[9.22 µM],-1.3,i,17.2%,2.9
CN(CC=CCN(C)P(=S)(N1CC1)N1CC1)P(=S)(N1CC1)N1CC1,0.3%,-1.3%,-8.9%,-20.7%,10.3%,-11.4,-18.3%,11.2%,7.2
CC(Cc1ccccc1)NC(=O)CN1CCCC1=O (configuration not stated),15.9%,-6.9%,-8.8%,22.5%,-20.8%[0.397 µM],-4.4,29.7%,-14.3%,-1.6
C=C[C@@H]1C2=CCOC(=O)C2=CO[C@H]1O[C@@H]1O[C@H](CO)[C@@H](O)[C@H](O)[C@H]1O,13.0%,1.9%,1.0%,7.3%,7.0%,12.4,i,-12.8%,7.4
CCCNC(=O)C1(C)CCN(Cc2ccc3ccccc3c2Br)C1 (configuration not stated),6.1%,-2.6%,0.4%,?,7.8%,-51.4*,-27.9%,-0.5%,-27.5
O=[N+]([O-])c1ccc(CNCCc2ccccc2)cc1,-1.8%,0.8%,0.3%,4.0%,19.9%,-20.6,10.5%,-1.4%,-19.0
CN(C)C(=O)Oc1ccc(Br)c2ccccc12,4.3%,13.0%,-8.0%,?,22.4%,2.2,-1.2%,0.0%,-9.1
CC(=O)N1CN2CN(C(C)=O)CC(C(=O)c3ccc(Br)cc3)(C2)C1,0.0%,0.7%,4.6%,1.1%,-12.1%,2.1,i,33.6%,-3.4
CCC(=NCCO)c1c(O)n(C2CCCCC2)c(=O)[nH]c1=O,-0.1%,0.5%,-9.7%,9.7%,24.5%,3.7,i,15.9%,5.8
CCC(C)(C)c1ccc(O)cc1,28.2%&6.9%,10.1%,20.7%,10.9%,17.6%,0.1,-22.0%,11.9%,-5.5&10.4
CCOC(=O)c1c(/N=C/C2C(=O)NC(=O)NC2=O)sc2c1CCC2,14.1%,-4.3%,-0.4%,15.4%,-1.3%,-7.1,-4.2%,7.8%,0.3
S=C(N1CCCCCC1)N1CC1,-4.9%,-0.7%,11.1%,2.0%,-2.4%,-21.9,-30.9%,29.4%,0.6
O=C(NCc1ccccc1)N1CCc2c(sc3c2CCCC3)C1c1ccccc1 (configuration not stated),nt,nt,-20.4%,?,2.4%,nt,i,0.0%,18.1
O=C1C2(Cl)C3(Cl)C4(Cl)C(Cl)(Cl)C5(Cl)C3(Cl)C1(Cl)C5(Cl)C24Cl (configuration not stated),-2.4%,-5.9%,?,4.47µM*,?,39.2,-40.9%[inhibitor],-11.1%,-15.4
CCCN(CCC)c1nc(NC2CCN(C(=O)OCC)CC2)nc(OC)n1,7.9%,-9.5%,?,2.82µM*,12.2%,0.0,-27.6%,16.4µM*,5.1
CC(=O)Nc1c(C(=O)Nc2ccc3c(c2)OCO3)oc2ccccc12,12.9%,-0.3%,?,-18.6%,14.0%,-4.8,-4.8%,-26.9%,-3.8
CCCCOc1ccc(CN2C(=O)C(=O)c3cc(C)ccc32)cc1OC,nt,nt,0.2%,13.3%,0.0%,nt,-53.8%[inhibitor],?,-21.9
CCn1cc(C(=O)NCCc2ccc(Cl)cc2)c(=O)c2cc(S(=O)(=O)N(C)C3CCCCC3)ccc21,0.5%,nt,-20.3%,-6.9%,18.3%,nt,-48.6%[inhibitor],16.8%,2.9
CN(C)C(=O)Oc1ccc(-c2cn3cc(C(F)(F)F)ccc3n2)cc1,-1.1%,-6.0%,15.4%,-5.7%,15.5%,22.7,-2.4%,0.9%,2.4
O=C1CC(=O)N(Cc2ccccc2)C(=O)N1CCCCCCN1C(=O)CC(=O)N(Cc2ccccc2)C1=O,-4.9%,-6.7%,-1.1%,2.4%,1.1%,-12.5,i,-0.1%,-12.6
CN(C(=O)Oc1ccc([N+](=O)[O-])cc1)c1ccccc1,-3.7%,7.7%,-1.6%[1.53 µM],-16.2%,0.0%,12.4,i,?,-13.7
Cc1cc(-c2cc(C)c(N)c(C)c2)cc(C)c1N,14.5%,20.5%,4.5%,11.6%,0.1%,0.0,-39.3%[inhibitor],-7.2%,5.4
CCC(=O)Nc1ccc(C(=O)OCc2ccccc2Cl)cc1,0.2%,-25.1%,-26.5%,?,?,1.5,-31.1%[inhibitor],14.6µM*,4.4
C[C@@H]1CN([C@H](C)CO)C(=O)CCCn2nncc2CO[C@@H]1CN(C)C(=O)Oc1ccccc1,-4.0%,-0.1%,-16.1%,-2.0%,-4.7%,0.0,0.6%,-23.2%,-9.4
CCCCCSc1cc(OC)c(CCNC)cc1OC,-6.5%,3.7%,?,3.98µM*,12.9%,?,-2.6%,-29.6%,-14.2
Cc1c(CC(=O)N2C[C@H]3C[C@@H](C2)c2cccc(=O)n2C3)c(=O)oc2c(C)c(O)ccc12,2.3%,2.5%,65.1%[activator],16.4%,2.4%,0.9,8.4%,3.8%,-1.1
Cc1cccc(-n2c(O)c(C=Nc3ccc(S(N)(=O)=O)cc3)c(=O)[nH]c2=O)c1,2.7%,-2.7%,-0.7%,2.4%,0.0%[9.22 µM],-18.0,-3.8%,0.4%,-14.4
O=C(CN1CCCC1=O)Nc1ccccc1,-12.1%,-0.2%,-9.7%,14.3%,-2.5%,0.0,i,-4.7%,11.4
CCCOc1ccc(C(=O)C(CN2CCOCC2)c2ccccc2)cc1 (configuration not stated),-9.8%,9.6%,?,7.08µM*,27.6%,-29.3,i,?,-6.0
O=C1CN=C(c2ccccc2)c2cc(Br)ccc2N1Cc1cc(=O)n2ccccc2n1,0.8%,?,?,10.7%,5.0%,-6.9,-32.2%[inhibitor],-21.3%,-5.9
COc1cc(/C=C2\C[C@H]3[C@@H]4CC=C5C[C@@H](N6CCCC6)CC[C@]5(C)[C@H]4CC[C@]3(C)[C@H]2O)cc(OC)c1OC,16.1%,-4.9%,?,0.9%,-9.4%,-69.6*,-3.7%,2.91µM*,-28.0
CN(C)c1ccc([P+](=O)c2ccc(N(C)C)cc2)cc1,13.0%,-1.5%,-1.2%,17.1%,-7.0%,7.9,-12.2%,?,7.2

# Among those listed so far, these have a CF3 group:
SMILES,GLP-1R agonist,aSyn rescue,HEK293 tox,GLP-1R inv ag,TDP-43 yeast inh,DRD3 antagonist,PTHR1 ag,KB-V1 cytotox,DRD3 agonist
Cc1cc(NC(=O)C(C)SCC(=O)Nc2cc(C(F)(F)F)ccc2N2CCCCC2)no1 (configuration not stated),10.4%,-7.9%,?,?,18.4%,-7.8,0.0%,?,-5.7
CN(C)C(=O)Oc1ccc(-c2cn3cc(C(F)(F)F)ccc3n2)cc1,-1.1%,-6.0%,15.4%,-5.7%,15.5%,22.7,-2.4%,0.9%,2.4
